M. tuberculosis HTS = M. tuberculosis growth inhibition, HTS (AID 449762); M. tuberculosis H37Rv growth inhibition, 7H9 media; higher % means a stronger effect; inhibition, % at 25 µM; hits with a dose series show IC50 in µM; 330,000 tested, 0.59% active; in the data active = a potency from the dose series; inconclusive = inhibition above about 70% without an active follow-up result;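 note: bacterial growth assessed after seven days of incubation; strong numbers were not always called active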
Salmonella PhoP GFP = PhoP regulon inhibitors, Salmonella typhi PhoP promoter GFP reporter, confirmatory (AID 1850) | one-dose inhibition, % at 50 µM; IC50 in µM for titrated hits | Salmonella Typhi PhoP-promoter GFP reporter, fluorescence, 4 h; higher % means a stronger effect | 310,000 tested, 0.33% active; in the data active = a potency from the dose series; inconclusive = inhibition mostly from about 25% at the one dose, without a potency; inactive = the rest, 99 in 100 with inhibition below about 19%;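 note: 0% = induced wells with vehicle and 100% = uninduced wells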
H1N1 NS1A inhibition = NS1A inhibition, H1N1 influenza, cell based functional assay (AID 504329); one-dose inhibition, % at 12.5 µM; IC50 in µM for titrated hits; 340,000 tested, 0.3% active; NS1A functional cell-based assay, percent inhibition; higher % means a stronger effect; in the data active = a potency from the dose series; inconclusive = inhibition above about 27% without an active follow-up result; note: strong numbers were not always called active
tuberculosis growth = growth inhibition of non-replicating M. tuberculosis (AID 488890); inhibition, % at 25 µM, or IC50 in µM where a hit was titrated; 320,000 tested, 0.39% active; Mycobacterium tuberculosis non-replicating, growth inhibition; higher % means a stronger effect; in the data active = a potency from the dose series; inconclusive = inhibition mostly from about 82% at the one dose, without a potency; inactive = the rest, 99 in 100 with inhibition below about 76%;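 note: plate controls were DMSO cells for no effect and high antibiotic wells for full effect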
VEEV TC-83 Vero = inhibitors of VEEV TC-83 cytopathic effect, confirmation, Vero cells (AID 588727); Vero cells, VEEV TC-83 cytopathic effect inhibition; higher % means a stronger effect; inhibition, % at 20 µM; hits with a dose series show IC50 in µM; 350,000 tested, 0.13% active; in the data active = a potency from the dose series; inconclusive = inhibition mostly from about 14% at the one dose, without a potency; inactive = the rest, 99 in 100 with inhibition below about 12%; note: strong numbers were not always called active
VEEV TC-83 Vero 10K pilot screen = further read-out of VEEV TC-83 Vero, marked with its call; inhibition, %; measured here: 10K pilot screen inhibition
The depositor's hits bear a star; i = inactive; ? = inconclusive; . = no result given.

SMILES	M. tuberculosis HTS	Salmonella PhoP GFP	H1N1 NS1A inhibition	tuberculosis growth	VEEV TC-83 Vero	others
COc1ccc(/C=N/NC(=O)Cn2cnc3c2c(=O)n(C)c(=O)n3C)c(OC)c1OC	-5.9%	6.2%	.	-4.0%	i
Cc1ccc(NC(=O)CCCSc2ccccc2)cc1S(=O)(=O)N1CCOCC1	7.9%	6.1%	-4.9%	19.9%	5.6%
CC(C)Cc1nnc(NC(=O)Cc2ccccc2[N+](=O)[O-])s1	11.0%	1.0%	-8.1%	4.2%	0.1%
Cc1ccc2[nH]c(=O)c(CN(CCO)Cc3nnnn3CCc3ccccc3)cc2c1	6.2%	10.7%	1.0%	11.0%	3.7%
CN1CCCC(C(=O)C(C#N)c2ccccc2)C1 (stereo unspecified)	-6.8%	-1.7%	5.0%	-11.6%	0.7%
Cc1ccc(C2=NS(=O)(=O)N(C)C(C(=O)N3CCCCC3)=C2)cc1	-7.2%	-10.2%	-1.9%	-2.0%	2.9%
Cc1cc(OCC(=O)N(C(C)C)C(C)C)ccc1Cl	20.5%	7.9%	-3.1%	-11.6%	0.5%
COc1ccc2nc(N3C(=O)C(O)=C(C(=O)c4ccco4)C3c3ccc(C)o3)sc2c1 (stereo unspecified)	.	.	10.6%	.	1.9%
CC(Oc1ccc(Cl)cc1Cl)c1nc(-c2ccc(NC(=O)c3cccnc3)cc2)no1 (stereo unspecified)	9.4%	1.6%	2.9%	29.6%	7.7%
O=C(NCc1cccnc1)C(C(=O)c1ccc(F)cc1)n1ccccc1=O (stereo unspecified)	8.2%	3.4%	-3.1%	4.8%	2.8%	VEEV TC-83 Vero 10K pilot screen=1.9

Seven entries drawn at random from those above, as already listed:
SMILES	M. tuberculosis HTS	Salmonella PhoP GFP	H1N1 NS1A inhibition	tuberculosis growth	VEEV TC-83 Vero	others
Cc1ccc(C2=NS(=O)(=O)N(C)C(C(=O)N3CCCCC3)=C2)cc1	-7.2%	-10.2%	-1.9%	-2.0%	2.9%
CC(C)Cc1nnc(NC(=O)Cc2ccccc2[N+](=O)[O-])s1	11.0%	1.0%	-8.1%	4.2%	0.1%
O=C(NCc1cccnc1)C(C(=O)c1ccc(F)cc1)n1ccccc1=O (stereo unspecified)	8.2%	3.4%	-3.1%	4.8%	2.8%	VEEV TC-83 Vero 10K pilot screen=1.9
Cc1ccc(NC(=O)CCCSc2ccccc2)cc1S(=O)(=O)N1CCOCC1	7.9%	6.1%	-4.9%	19.9%	5.6%
CC(Oc1ccc(Cl)cc1Cl)c1nc(-c2ccc(NC(=O)c3cccnc3)cc2)no1 (stereo unspecified)	9.4%	1.6%	2.9%	29.6%	7.7%
COc1ccc(/C=N/NC(=O)Cn2cnc3c2c(=O)n(C)c(=O)n3C)c(OC)c1OC	-5.9%	6.2%	.	-4.0%	i
Cc1ccc2[nH]c(=O)c(CN(CCO)Cc3nnnn3CCc3ccccc3)cc2c1	6.2%	10.7%	1.0%	11.0%	3.7%

(further entries)
SMILES	M. tuberculosis HTS	Salmonella PhoP GFP	H1N1 NS1A inhibition	tuberculosis growth	VEEV TC-83 Vero	others
COc1ccc(C(=O)N2CCN(CCCc3ccccc3)CC2)cc1OC	11.4%	2.9%	-8.5%	0.3%	i
CC(C)Oc1ccc(S(=O)(=O)N2CCCCC2)cc1NC(=O)CN1C(=O)NC(C)(C2CC2)C1=O (stereo unspecified)	2.4%	.	-3.5%	-8.0%	8.3%
CNS(=O)(=O)c1cccc(C(=O)OCC(=O)c2cc(C)n(-c3ccc4c(c3)OCO4)c2C)c1	-4.4%	-16.5%	3.4%	24.6%	6.0%
O=C(CCC(=O)Nc1ccc(F)cc1)N/N=C/c1ccccc1O	1.5%	-0.2%	-5.8%	28.1%	2.3%
Cn1nnc2cc(C(=O)N3CCN(c4ccccc4)CC3)ccc21	1.4%	8.5%	0.6%	-17.6%	0.8%
CCOc1cc2[nH]c(=S)n(CC3CCCO3)c(=O)c2cc1OCC (stereo unspecified)	-12.9%	8.8%	-21.7%	-3.8%	i
CN1CCN(c2ccccc2NC(=O)c2cc3c(s2)-c2ccccc2OC3)CC1	?	102.3%	2.2%	?	1.9%
Cn1c(Cn2c(=O)sc3ccccc32)nnc1SCC(=O)NC1CCCCC1	-2.5%	-1.4%	-5.5%	-30.7%	i
c1ccc(CNC2=NCCC2)nc1	0.2%	-1.1%	10.0%	-0.8%	8.5%
Cc1cc(C(=O)OCC(=O)N2C(C)CCCC2C)c2ccccc2n1 (stereo unspecified)	-1.3%	.	0.4%	5.5%	i
COc1ccc(S(=O)(=O)N2CCN3CCCC3C2)cc1 (stereo unspecified)	-8.1%	10.6%	1.7%	-17.6%	0.3%
O=[N+]([O-])c1cc(Cl)ccc1N1CCN(c2cccc(C(F)(F)F)c2)CC1	12.0%	-8.9%	11.7%	11.2%	0.8%
CN(c1ccccc1)c1nc(N2CCCC2)nc(-n2ccnc2)n1	?	2.9%	3.2%	?	5.0%
CCC(=O)c1ccc(OCC(=O)OCC(=O)N2CCN(c3ccc(OC)cc3)CC2)cc1	?	-3.0%	-9.5%	27.7%	3.4%
COc1ccc(S(=O)(=O)NC2CCCC2)cc1Cl	-10.0%	-12.4%	-8.0%	-1.2%	3.4%
COc1cc(C(=O)COC(=O)c2cc([N+](=O)[O-])ccc2N2CCOCC2)ccc1OC(F)F	-2.8%	-8.1%	1.3%	22.5%	10.4%
CCOc1ccc(/C=C(\C#N)C(=O)Nc2cccnc2)cc1	-1.5%	-8.3%	-2.2%	67.3%	0.8%
CC1(CCc2ccc(O)cc2)NC(=O)NC1=O (stereo unspecified)	3.9%	-12.3%	8.1%	-10.7%	0.6%
Cc1ccc(NC(=O)CCC(=O)n2nc(C)cc2C)c(C)c1	9.9%	2.9%	2.5%	3.3%	i
O=[N+]([O-])c1ccc(N2CCNCC2)c(Cl)c1	-3.1%	1.2%	6.2%	-3.7%	0.7%
O=C(NC1CCS(=O)(=O)C1)Oc1ccccc1 (stereo unspecified)	-2.9%	0.5%	-4.8%	1.1%	1.0%
Cc1ccc(F)c(Cn2cnc3c(cnn3C(C)(C)C)c2=O)c1Cl	-1.3%	.	1.0%	42.1%	8.0%	VEEV TC-83 Vero 10K pilot screen=10.7
COC(=O)c1ccc2c(c1)S(=O)(=O)NC(=NCCCN1CCOCC1)S2	-4.0%	2.7%	1.9%	4.2%	1.2%
N#CC1=C(N)N(c2ccccc2)C2=C(C(=O)CCC2)C1c1cccs1 (stereo unspecified)	-15.1%	-6.6%	-0.9%	14.3%	0.5%
O=C(C1CCCN(S(=O)(=O)c2cc(Cl)ccc2Cl)C1)N1CCOCC1 (stereo unspecified)	9.5%	-1.1%	-12.1%	-4.9%	0.2%
COc1cc2c(cc1OC)C(c1cccs1)N(C(=S)NC(C)C)CC2 (stereo unspecified)	11.3%	0.7%	2.7%	35.3%	5.2%
COC(=O)c1ccccc1NS(=O)(=O)c1ccc2[nH]c(=O)[nH]c2c1	-10.3%	0.0%	-0.7%	7.7%	1.0%
O=C(CSc1nc2ccccc2c(=O)n1CCCN1CCOCC1)c1c[nH]c2ccccc12	?	-9.4%	9.5%	18.1%	7.2%
CC(C)Cc1cc(C(=O)Nc2ccc3c(c2)OCO3)no1	-6.3%	2.8%	6.1%	.	0.1%
Cc1ncc([N+](=O)[O-])n1CCOC(=O)c1ccc(Cl)cc1Cl	54.2%	-2.4%	1.8%	8.2%	1.9%
COc1cc(C(C)=O)ccc1Oc1ncccn1	-0.7%	7.8%	8.1%	0.8%	0.9%
Cc1ccccc1NS(=O)(=O)c1ccc(C(=O)N2CCCCCCC2)cc1	-1.9%	8.8%	-5.4%	27.2%	i
COc1ccc(-c2cccc(C3CC=CC4C3C(=O)N(Cc3ccccc3)C4c3ccc(OC)c(Cl)c3)c2)cc1 (stereo unspecified)	-4.3%	7.0%	4.9%	36.0%	i
N#C/C(=C/c1cn[nH]c1-c1cccc(Br)c1)C(=O)O	-0.6%	10.1%	-15.7%	-6.4%	0.6%
O=C(CCNC(=O)Cn1ccc2ccccc2c1=O)NCCc1ccccc1Cl	-2.6%	-0.2%	-3.1%	-29.3%	i
CN(C)S(=O)(=O)c1ccc(C(=O)OCCn2cnc3c2c(=O)n(C)c(=O)n3C)cc1	-6.3%	-0.6%	1.8%	-0.1%	0.8%
CCN(CC)c1ccc(/C=N/N2CCN(Cc3ccccc3)CC2)c(O)c1	6.5%	-2.0%	14.9%	23.9%	0.9%
CCN(CC)c1c([N+](=O)[O-])ncn1C	-5.9%	-7.3%	-3.0%	-12.0%	0.7%
COc1ccccc1C1NC(=O)CS1 (stereo unspecified)	1.3%	-3.5%	-11.5%	5.5%	0.6%
O=C(Cn1nnc(-c2cccs2)n1)N1CCOCC1	-12.8%	3.8%	-5.8%	-23.2%	0.3%
COc1ccc(N2CC(C(=O)N/N=C/c3ccc([N+](=O)[O-])cc3)CC2=O)cc1 (stereo unspecified)	-2.7%	0.0%	3.0%	29.1%	1.4%
Cn1c(C(=O)N2CCCC(Nc3ccc(F)cc3)C2)cc2ccccc21 (stereo unspecified)	2.9%	8.2%	8.9%	4.7%	0.7%
Clc1cc(Br)ccc1OCCCNCc1ccccc1	?	36.5µM*	-3.4%	?	5.0%
CCn1cc(C(=O)N2CC(C)CC(C)C2)c(=O)c2cc(S(=O)(=O)N3CCCC3)ccc21 (stereo unspecified)	-3.2%	-0.3%	4.9%	13.8%	0.4%
COc1cc(C(=O)Nc2ccc(N3CCOCC3)cc2)ccc1OCc1c(C)noc1C	6.2%	-6.6%	-4.0%	-14.1%	2.7%
O=C(OC1Cn2c(=O)ccc(=O)n2C1)c1ccc([N+](=O)[O-])cc1	-17.8%	-3.3%	-0.5%	-17.1%	1.4%
O=C(COc1ccc(Br)cc1Br)NC(=O)NC1CCCC1	-6.5%	-10.1%	-3.1%	38.7%	2.4%
O=[N+]([O-])c1cccc(S(=O)(=O)Nc2cccc(-c3ccc(N4CCOCC4)nn3)c2)c1	-5.6%	14.1%	5.7%	29.2%	9.9%
O=c1cc(-c2ccccc2Cl)oc2cc(O)cc(O)c12	-3.1%	-26.9%	-2.5%	-5.7%	0.9%
Cc1nn(-c2ccc(Cl)c(Cl)c2)c(=O)c2ccccc12	5.8%	-2.2%	-10.6%	39.4%	1.3%
Next section.
SMILES	M. tuberculosis HTS	Salmonella PhoP GFP	H1N1 NS1A inhibition	tuberculosis growth	VEEV TC-83 Vero	others
CCOc1ccccc1NC(=O)Nc1cc(S(=O)(=O)N(C)C)ccc1C	-7.2%	4.0%	-18.6%	-19.4%	2.4%
CN(C)N1C(N)=C(C#N)C(c2ccc(Br)cc2)C2=C1CCCC2=O (stereo unspecified)	-1.1%	-4.0%	21.2%	8.0%	2.0%
COc1ccc(-c2ccc3c(c2)c(-c2cccs2)c(-c2cc(OC)cc(OC)c2)n3C)cc1	-5.5%	.	1.8%	7.8%	7.7%
CN(Cc1ccccc1)C(=O)c1ccc2c(c1)S(=O)(=O)N=C1CCCCCN12	10.2%	.	2.7%	-5.4%	3.3%
COC(=O)C1CCN(C(=O)COC(=O)c2cccc(NS(=O)(=O)c3ccccc3)c2)CC1	-1.0%	-5.0%	-0.1%	9.8%	2.1%
CCN(CC)S(=O)(=O)c1ccc2c(c1)c(=O)c(C(=O)NCCc1ccccc1)cn2C	?	10.2%	19.4%	-6.0%	6.2%
CCCNC(=O)Cn1c(=O)/c(=C/c2ccc(-c3ccc([N+](=O)[O-])cc3)o2)s/c1=C\C(=O)C(C)(C)C	.	.	-13.6%	.	1.8%
